SW480 rereplic = A quantitative high throughput screen for small molecules that induce DNA re-replication in SW480 colon adenocarcinoma cells | SW480 DNA re-replication, Hoechst DNA content imaging, 48 h | Potency, µM (highest dose often 46.1 µM), without a hit: at the top dose re-replication activation, hits mostly activators | 340,000 tested, 1.8% active | AID 624297, 2012; also: potency is read from the fitted curve at half-maximal effect; % of control where 0% means no effect; nearly all actives have a fitted effect of over 55% in size
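Image-based DNA-content assay: after two days of treatment, nuclei were labelled with the DNA dye Hoechst and imaged, and hits were compounds raising the count of nuclei showing high fluorescence intensity.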
MCF10A rerep = A quantitative high throughput screen for small molecules that induce DNA re-replication in MCF 10a normal breast cells. Potency, µM (titrated, usually from 46.1 µM), for the others: at the highest dose activity, positive = re-replication, hits mostly activators. MCF 10A DNA re-replication, Hoechst nuclear intensity, 48 h. 350,000 tested, 2.9% active. AID 624296, 2012; also: potency is read from the fitted curve at half-maximal effect; % of control where 0% means no effect; nearly all actives have a fitted effect of over 50% in size
IL-1B inflam inh = qHTS for Inhibitors of Inflammasome Signaling: IL-1-beta AlphaLISA Primary Screen | THP-1 LPS/ATP IL-1B secretion, AlphaLISA, 16 h; active compounds read low | activity change, % at 57.5 µM | 360,000 tested, 4.7% active | AID 743279, 2014; in the data active = activity change below about -50%; inconclusive = mostly about -30% to -49%; also: % is scaled to controls: 0 for no effect and ±100 for the full control effect
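Secreted IL-1B measured by AlphaLISA bead assay after 16 h compound exposure of THP-1 cells; compounds (final up to 57.5 uM) added 1 h before LPS (250 ng/mL) and ATP (1.25 mM) stimulation; lower signal means less secretion.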
HT1080 IDH1KD tx = qHTS for induction of synthetic lethality in tumor cells producing 2HG: qHTS for the HT-1080-IDH1KD cell line. 360,000 tested, 2% active. Potency, µM (doses to about 46.1 µM), for inactives: at the top dose activity, negative = toxicity, hits mostly cytotoxic. HT-1080 IDH1 knockdown viability, ATP luminescence, 48 h;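 also: potency is read from the fitted curve at half-maximal effect; 0% = DMSO wells and -100% = cell-free medium wells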
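Assay cells: HT-1080 with IDH1 knockdown, 750 per well, RPMI/5% FBS. Exposure: 48 h at 37 °C following 2 h pre-incubation. Read: CellTiter-Glo luminescence; fitted concentration-response, curve class assigned.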
HepG2 tox = qHTS for Inhibitors of TGF-b: Cytotox Counterscreen | HepG2 CAGA-GFP viability, ATP luminescence, 18 h | Potency, µM (series often up to 46.1 µM), inactives show top-dose activity change, negative = cytotoxicity, actives largely listed as cytotoxic | 410,000 tested, 0.76% active | AID 588856, 2011; also: potency is read from the fitted curve at half-maximal effect; some results filed as inactive show a strong effect at the top dose
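CellTiter-Glo luminescence gave cytotoxicity after 18 hours at 37 degrees C. The cells were HepG2 CAGA-GFP in 1% FBS DMEM, stimulated with 500 pg/mL TGF-beta after compound addition. %Activity was normalised to no-cell wells (complete cell-killing) and DMSO (no toxicity), and curves were fitted and classified.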
HT1080-NT tox = qHTS for induction of synthetic lethality in tumor cells producing 2HG: qHTS for the HT-1080-NT fibrosarcoma cell line; Potency, µM (doses to about 46.1 µM), for the others: at the highest dose activity, negative = less viability, hits mostly cytotoxic; HT-1080-NT fibrosarcoma viability, CellTiter-Glo ATP luminescence, 48 h; 360,000 tested, 1.6% active; AID 686970, 2013;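 also: NT is the 2HG producing partner of a matched IDH1 knockdown line; potency is read from the fitted curve at half-maximal effect; 0% = DMSO-treated cells and -100% = media-only wells without cells; nearly all actives have a fitted effect of over 55% in size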
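Compounds were tested in concentration-response format on HT-1080-NT cells for 48 hours at 37 degrees C. Cell viability came from CellTiter-Glo luminescence; curves were classified by r2, response magnitude and activity.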
S2 tox = Viability Counterscreen for Primary qHTS for Inhibitors of ATXN expression. S2 cells (HEK-293 line with an ATXN2-luciferase reporter) viability, CellTiter-Fluor protease fluorescence, 24 h. Potency, µM (top dose mostly 56.7 µM), actives largely listed as cytotoxic. 400,000 tested, 0.49% active. AID 651635, 2014; also: potency is read from the fitted curve at half-maximal effect; nearly all actives have a fitted effect of over 40% in size
ATXN2 expr inh = Primary qHTS for Inhibitors of ATXN expression | 360,000 tested, 0.72% active | HEK-293 ATXN2-luciferase reporter, luminescence, 24 h | Potency, µM (highest dose often 57 µM), for the others: top-dose activity change, negative = inhibition, hits mostly inhibitors; also: potency is read from the fitted curve at half-maximal effect; % is scaled to controls: 0 for no effect and ±100 for the full control effect; nearly all actives have a fitted effect of over 55% in size
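qHTS (up to 57 uM final) was run with 24 h compound exposure of reporter cells at 37 °C. Each well was multiplexed: SteadyGlo luminescence measured ATXN2-luciferase expression after a fluorogenic Gly-Phe-AFC viability readout (25 uM final).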
KB-3-1 tox = qHTS assay for MDR1-selective chemotherapeutics: Primary screen using the parental adenocarcinoma cell KB-3-1; 400,000 tested, 1.4% active; KB-3-1 viability, CellTiter-Glo ATP luminescence, 72 h; Potency, µM (top dose mostly 46.1 µM), for the others: at the top dose activity change, negative = cytotoxic, usual class: cytotoxic; also: potency is read from the fitted curve at half-maximal effect; % is scaled to controls: 0 for no effect and ±100 for the full control effect; nearly all actives have a fitted effect of over 60% in size
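Screening of KB-3-1 cells (DMEM, 10% FBS, phenol-red free) ran from lowest to highest compound concentration; after 72 h at 37 °C viability was read luminescently and curves fitted.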
An asterisk follows results filed as active; i = inactive; ? = inconclusive; / = no result given; & = joins results of further samples; [ ] = dose if it differs, or a comment. Unless noted, calls follow the shape of the dose curve; as a rule, active = well fitted curve in the direction sought with a large enough effect; inconclusive = small, poorly fitted or top-dose-only effect, or another doubt; inactive = no such curve, though single readings can be large; an effect the other way counts as inactive or inconclusive. An unsorted share of the library (roughly 8.9% active in at least one column).

SMILES | SW480 rereplic | MCF10A rerep | IL-1B inflam inh | HT1080 IDH1KD tx | HepG2 tox | HT1080-NT tox | S2 tox | ATXN2 expr inh | KB-3-1 tox
CCn1c(=NC(=O)c2ccc(S(=O)(=O)N(C)C)cc2)sc2cccc(OC)c21 | 18% | 18% | -14 | -3% | -7% | -6% | i | / | -7%
O=[N+]([O-])c1ccc(Sc2n[nH]c(-c3ccc(Cl)cc3Cl)n2)nc1 | -10% | ? | 8 | ? | -23% | ? | i | 3% | 2%
N=C(N)CCCOc1ccccc1-c1ccccc1 | -3% | -4% | -24 | -3% | -13% | -3% | i | -3% | 3%
O=C(O)c1cc(N2CCCCC2)ccn1 | 0% | 1% | 17 | 21% | 8% | 16% | ? | 4% | 3%
O=C1C[C@H]2[C@H](CO)[C@@H](OC(=O)c3ccc(-c4ccccc4)cc3)C[C@H]2O1 | -1% | 0% | ? | -1% | 4% | -2% | i | 24% | 11%
CC1CC(C)CN(C(=O)Cn2c(SCC(=O)N3CCc4ccccc4C3)nc3ccccc32)C1 (stereo not given) | 3% | 12% | -24 | -8% | 8% | -23% | ? | -11% | -14%
Cc1ccc(NC(=O)c2ccc(N/N=C/c3cccc(O)c3)c([N+](=O)[O-])c2)cc1 | -3% | ? | 52 | 7.3µM* | -6% | 7.3µM* | ? | ? | ?
COc1ccc(CCC(C)Nc2cccc(C)c2)cc1 (stereo not given) | 16% | ? | 10 | 2% | -2% | 17% | i | -6% | 3%
CN1C(=O)/C(=C/c2ccc(O)c([N+](=O)[O-])c2)NC1=S | -8% | ? | 44 | -1% | -2% | -8% | 25µM* | -11% | -5%
O=C(O)CN=C(Nc1cc(Cl)cc(Cl)c1)NC(c1ccccc1)c1ccccc1 | / | / | -7 | ? | / | ? | ? | -8% | -9%
O=C(NC1CCC(O)CC1)c1ccc(NS(=O)(=O)c2cccc([N+](=O)[O-])c2)cc1 (stereo not given) | -15% | 0% | 4 | 8% | -1% | 3% | i | 5% | 5%
N#C/C(=C\c1ccco1)C(=O)NCC1CCCO1 (stereo not given) | -5% | -3% | 19 | 18% | 8% | 8% | i | 30%[activator] | 16%
COCCn1c(SCC(=O)NNC(=O)Cc2ccccc2)nc2ccccc2c1=O | -1% | -5% | -3 | -5% | -14% | 9% | i | -14% | 2%
O=C(Cc1ccccc1[N+](=O)[O-])N1CCN(c2ccccc2F)CC1 | 0% | 4% | -8 | 20% | -9% | 24% | i | 30% | 12%
O=C(CC1C(=O)NCCN1Cc1ccccc1C(F)(F)F)NCCc1ccccn1 (stereo not given) | 4% | 15% | -16 | -4% | -11% | -11% | i | / | -1%
Fc1cccc(CNCC2CCCO2)c1 (stereo not given) | ? | -9% | 3 | 10% | 4% | 8% | i | -8% | 11%
Cc1ccnn1CCC(=O)N1CCCC(CCC(=O)NCc2ccccc2F)C1 (stereo not given) | ? | -3% | 7 | 20% | -99% | 8% | i | -6% | -4%
O=Cc1ccc(-n2cncn2)cc1 | -2% | 29% | -8 | 10% | 6% | 23% | i | 6%[11.3 µM] | 0%
COc1cc(CC2COC(=O)C2(O)Cc2ccc(O)c(OC)c2)ccc1O (stereo not given) | -2% | -1% | 40 | -19% | -20% | -1% | ? | -11% | -10%
O=C1CN(C(=O)c2ccccc2F)C(c2ccc(F)cc2)c2cc(Br)ccc2N1 (stereo not given) | 7% | 25% | -1 | -5% | 4% | -28% | i | -3% | -4%
O=C(Nc1ccccc1)/C(=C/c1cccnc1)NC(=O)c1ccco1 | 0% | 2% | 10 | 14% | -6% | 5% | i | 10% | 9%
OC(COc1cccc2ccccc12)CN1CCN(c2cccc(Cl)c2)CC1 (stereo not given) | 14% | 26µM* | 0 | -3% | -2% | -16% | ? | / | -15%
COc1ccc(C)cc1NS(=O)(=O)c1ccc2c(c1)n(C)c(=O)n2C | -2% | 1% | 24 | 0% | 0%&-21% | -2% | i | -1%[11.3 µM] | -1%&5%
CC(C)CN(CCCNC(=O)CC1Oc2ccccc2NC1=O)CC(C)C (stereo not given) | 1% | 6% | 8 | -3% | -23% | 12% | i | -9% | 3%

Reprinted from the part before: two entries; new compounds follow.
SMILES | SW480 rereplic | MCF10A rerep | IL-1B inflam inh | HT1080 IDH1KD tx | HepG2 tox | HT1080-NT tox | S2 tox | ATXN2 expr inh | KB-3-1 tox
COc1ccc(C)cc1NS(=O)(=O)c1ccc2c(c1)n(C)c(=O)n2C | -2% | 1% | 24 | 0% | 0%&-21% | -2% | i | -1%[11.3 µM] | -1%&5%
CC(C)CN(CCCNC(=O)CC1Oc2ccccc2NC1=O)CC(C)C (stereo not given) | 1% | 6% | 8 | -3% | -23% | 12% | i | -9% | 3%
CCn1cc(CNCc2cn[nH]c2-c2cc3ccccc3o2)cn1 | -10% | 23% | 8 | -14% | 4% | -7% | i | -18% | -14%
NC(=O)CC(NSc1ccccc1[N+](=O)[O-])C(=O)O (stereo not given) | ? | 0% | -1 | -7% | -1% | 1% | i | -7% | 0%
Cc1ccccc1N(CC(=O)NCCc1ccccc1)C(=O)c1csnn1 | 0% | 0% | -6 | 9% | 4% | 7% | i | -7% | 8%
CCc1c(C)nc(N2CCN(c3ccccc3)CC2)[nH]c1=O | 16% | 4% | -17 | -3% | 13% | -4% | ? | / | -12%
Cc1cc2c(c(=O)n1CCCn1ccnc1)C(c1ccco1)C(C#N)=C(N)O2 (stereo not given) | -3% | -1% | 0 | -7% | 14% | 2% | i | 8% | 2%
C/C(=N/NC(=O)C(O)(c1ccccc1)c1ccccc1)c1ccc([N+](=O)[O-])o1 | 12% | 8% | -3 | ? | -63% | -29% | i | -33% | ?
CCOc1ccc(S(=O)(=O)N2CCCC2)cc1 | -3% | 9% | -6 | 0% | -3% | 5% | i | 0% | 11%
CNC(=O)c1cc2cc(Cl)cc(OC)c2oc1=O | 3% | 6% | 18 | -1% | 16% | 2% | i | -19% | -1%
Cc1ccc(C)c(S(=O)(=O)N2CCCOC2CNC(=O)C(=O)NCc2cccs2)c1 (stereo not given) | 10% | -10% | i | 17% | 0% | 10% | i | 4% | 5%
Cc1cc(C)c(C#N)c(SCc2ccc([N+](=O)[O-])cc2)n1 | -3% | -3% | -10 | 9% | 13% | 2% | i | ? | 7%
CCc1cc(C(=O)OC)c(NC(=O)CSc2nccn2C)s1 | 0% | 5% | -8 | 0% | -21% | 1% | i | -2% | 11%
Cc1cccc2cc(CN(Cc3ccco3)S(=O)(=O)c3ccc4c(c3)OCCO4)c(=O)[nH]c12 | 4% | -14% | -56* | ? | -36% | ? | ? | -3% | -1%

Record cards (already shown). Order of screens: SW480 rereplic | MCF10A rerep | IL-1B inflam inh | HT1080 IDH1KD tx | HepG2 tox | HT1080-NT tox | S2 tox | ATXN2 expr inh | KB-3-1 tox
Profile of Cc1cc(C)c(C#N)c(SCc2ccc([N+](=O)[O-])cc2)n1 → -3% | -3% | -10 | 9% | 13% | 2% | i | ? | 7%
Profile of NC(=O)CC(NSc1ccccc1[N+](=O)[O-])C(=O)O (stereo not given) → ? | 0% | -1 | -7% | -1% | 1% | i | -7% | 0%

(further entries)
SMILES | SW480 rereplic | MCF10A rerep | IL-1B inflam inh | HT1080 IDH1KD tx | HepG2 tox | HT1080-NT tox | S2 tox | ATXN2 expr inh | KB-3-1 tox
CC(C)[C@H](NC(=O)[C@@H]1Cc2ccccc2CN1C(=O)OC(C)(C)C)C(=O)NCc1ccco1 | -2% | -1% | 12 | -10% | 3% | -4% | i | 0% | 3%
CCCC(=O)Nc1ccc(-c2ccc(NC(=O)CCC)cc2)cc1 | -1% | 0% | -7 | 22% | -33% | 19% | i | 1% | 4%
NS(=O)(=O)c1ccc(NNC(=O)c2ccccc2)cc1 | -3% | 18% | 11 | 7% | -2% | 2% | i | / | 0%
CCc1cc(C(=O)N2CCN(S(=O)(=O)c3ccc(Cl)cc3)CC2)sc1C | 10% | 0% | -8 | 1% | -5% | -6% | ? | -9% | 2%
CC(C)Cc1nccs1 | -1% | 7% | 24 | 3% | -3% | 15% | i | 0% | 12%
Cc1ccccc1OC1CCN(C(=O)c2cc(COc3ccccc3)on2)CC1 | 1% | ? | -8 | 0% | -26% | 8% | i | 5% | 22%
O=C(Cc1c(F)cccc1Cl)Nc1ccccn1 | -3% | 0% | -5 | 7% | 3% | 5% | i | 39% | 6%
CCCNC(=O)c1ccc(N2CCC3(CC2)CC(c2cccc(Br)c2)=NO3)c(NC(=O)c2cccc(C)c2)c1 | -5% | 7% | -8 | 8% | 1% | 2% | i | 1% | 15%
CCCS(=O)(=O)NC(=O)C1(C)CCN(C(=O)c2ccccc2C(F)(F)F)C1 (stereo not given) | / | / | 18 | 8% | -5% | 15% | i | 13% | 0%
CC1=NN(c2cc(Cl)c(S(=O)(=O)O)cc2Cl)C(=O)C1 | -7% | 3% | -3 | 8% | 19% | 7% | i | 0% | 1%
Fc1ccc(-c2csc(=S)[nH]2)cc1 | -4% | ? | -18 | 1% | -17% | -2% | i | -5% | -3%
Cc1ccccc1-c1nc(CS(=O)(=O)CC(=O)NCCCN2CCOCC2)c(C)o1 | ? | 7% | 7 | -1% | 2% | 0% | i | -4% | -2%
Cc1ccc(S(=O)(=O)ON2C(=O)c3cccc4cccc(c34)C2=O)cc1 | -17% | -1% | 35 | 0% | 21% | -8% | i | / | -11%
CC1(C(=O)Nc2ccc(Cl)c(Cl)c2)CCN1C(=O)Cc1ccc(-c2ccccc2)cc1 (stereo not given) | / | / | 6 | ? | -8% | ? | i | -14% | -5%
Cc1ccc(NC(=O)N2CCC(O)(c3cccnc3)CC2)cc1 | -1%[9.22 µM] | 1% | 5 | 7% | 8% | 12% | i | 8% | 18%

High-throughput results (PubChem BioAssay)
